Wnt bcat act = Wnt/beta-catenin pathway activation. AID 743398. Wnt/beta-catenin reporter cell assay, activator, plate reader. activation, % at 9.35 µM. actives 1.2% (n = 300,000); in the data active = activation above about 30%, passing the limit was not always enough;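 note: 0% = neutral control wells and 100% = positive control wells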
phage Ecoli inh = E. coli growth loss with phage present. growth absorbance. inhibition, % at 11.9 µM. actives 0.26% (n = 360,000). AID 651602; in the data active = inhibition above about 11%
Starred values were filed as active, the others as inactive.

structure,Wnt bcat act,phage Ecoli inh
O=C1c2ccccc2C(c2nnnn2-c2ccc3c(c2)OCCO3)N1CCCN1CCOCC1 (stereo not drawn),-1,1.5
O=C(Nc1ccncc1)c1cc(-c2ccccc2)nc2ccccc12,-3,0.9
COc1cccc(NC(=O)C2(C)CCN2C(=O)Cc2ccc(-c3ccccc3)cc2)c1 (stereo not drawn),0,-2.0
CC1(C(=O)NCc2ccccc2Br)CCN1Cc1ccc2ccccc2c1 (stereo not drawn),-2,2.4
Cc1cccc(C(O)c2cnc(C)n2Cc2ccccc2)c1 (stereo not drawn),-2,2.4
C[C@H](CO)N1C[C@H](C)[C@@H](CN(C)Cc2ccc(F)cc2)Oc2ncc(Br)cc2C1=O,-2,2.3
CCCCC[C@H](C)N1C[C@H](COCc2ccccc2)Oc2cc(N3CCC[C@@H]3CO)ccc2S1(=O)=O,-4,4.6
CC(C)(C)NC(=O)C(c1ccc(C(F)(F)F)cc1)n1c(=O)c(-c2ccccc2)nc2ccccc21 (stereo not drawn),-4,1.9
O=C(NCC(=O)N1CCC(Cc2ccccc2)CC1)c1ccccc1F,45*,2.3
CCc1nc2ccc(C(=O)NC3CCN(Cc4ccccc4)CC3)cn2c1N(C)Cc1ccc(N(C)C)cc1,-2,1.2
COc1ccc(C(O)c2ncc(-c3ccc(Cl)cc3)[nH]2)cc1 (stereo not drawn),-1,2.1
CCOC(=O)c1cc(OCC)c2c(ccc3ccccc32)n1,111*,-1.6

Exported with the structure last: 5 of the compounds above.
Wnt bcat act | phage Ecoli inh | SMILES
-2 | 2.3 | C[C@H](CO)N1C[C@H](C)[C@@H](CN(C)Cc2ccc(F)cc2)Oc2ncc(Br)cc2C1=O
-4 | 4.6 | CCCCC[C@H](C)N1C[C@H](COCc2ccccc2)Oc2cc(N3CCC[C@@H]3CO)ccc2S1(=O)=O
-4 | 1.9 | CC(C)(C)NC(=O)C(c1ccc(C(F)(F)F)cc1)n1c(=O)c(-c2ccccc2)nc2ccccc21 (stereo not drawn)
45* | 2.3 | O=C(NCC(=O)N1CCC(Cc2ccccc2)CC1)c1ccccc1F
-2 | 1.2 | CCc1nc2ccc(C(=O)NC3CCN(Cc4ccccc4)CC3)cn2c1N(C)Cc1ccc(N(C)C)cc1

More results.
structure,Wnt bcat act,phage Ecoli inh
CC(C)CN(C(=O)CN(C)C(=O)Cc1c(F)cccc1Cl)c1c(N)n(CC(C)C)c(=O)[nH]c1=O,-5,2.3
COc1ccc(N2CCN(CCCn3cnc4c(SC)ncnc43)CC2)cc1,-1,2.8
O=S1(=O)c2ccc(Br)cc2OC[C@H](c2ccccc2)N1Cc1ccccc1,-4,0.4
CCCC(C)(C)C(=O)N1CCC1(C)C(=O)NS(=O)(=O)c1ccc(Br)cc1 (stereo not drawn),1,-0.8
O=C1OC(c2cccs2)Sc2ccccc21 (stereo not drawn),-3,2.5
O=C(COC(=O)CSc1ccc(F)cc1)NC1CC1,0,1.2
COc1cccc(NC(=O)N(C)C[C@H]2OCc3ccccc3-c3c(n(C)c4ccccc34)C(=O)N([C@H](C)CO)C[C@H]2C)c1,-2,1.5
NC(c1csc(Nc2cc(NCCCO)ncn2)n1)c1ccccc1Cl (stereo not drawn),-1,0.9
CCCCCCn1c(=O)n2n(c1=O)[C@@H]1CN(S(=O)(=O)c3ccc(C)cc3)C[C@]1(O)[C@@H](OC(=O)Nc1cccs1)C2,-1,0.5
C[C@@H]1CN([C@@H](C)CO)S(=O)(=O)c2ccc(Br)cc2O[C@H]1CN(C)C(=O)CN(C)C,4,2.7
CC1(C(=O)Nc2ccc3c(c2)OCCO3)CCC(=O)N1C1CC1 (stereo not drawn),-1,1.0
Nc1ccc(S(=O)(=O)Nc2nccc(/C=C/c3cccc([N+](=O)[O-])c3)n2)cc1,-2,2.4
C[C@@H]1O[C@H](C2CC2)Cc2[nH]c(=S)[nH]c(=O)c21,-1,3.1
Cc1c(C(=O)NCc2ccc(Cl)c(Cl)c2)sc(=O)n1Cc1ccc(C(=O)N(C)C)cc1,-2,2.4
CC1(C(=O)N2CCCCC2)CCN1C(=O)C1(c2ccccc2)CC1 (stereo not drawn),1,4.0
CC(C)CC1C(=O)N(Cc2cn(CC3CCCCC3)nn2)CCS(=O)(=O)N1Cc1ccc(-c2cccc(CO)c2)cc1 (stereo not drawn),-2,5.8
CCOC(=O)[C@]12CCCC=C1N(Cc1cccc3ccccc13)C(=O)[C@H](CC(=O)NCCCN1CCCC1=O)C2,-3,-0.2
COc1cc(Cc2nc3ccccc3n2C(C)c2nc3ccccc3[nH]2)cc(OC)c1 (stereo not drawn),-2,2.2
COc1ccc(NC(=O)c2cc(-c3cc(F)ccc3OC)n[nH]2)cc1OC,1,-0.1
Cc1cc(C)n2c(NCc3ccccc3)c(CC(C)C)nc2n1,0,2.7
CCCC[C@@H]1Cc2[nH][nH]c(=O)c2[C@@H](c2ccc(Cl)cc2)O1,0,4.0
C[C@@H](NC(=O)c1ncn2c1C(=O)NC[C@@H]2C)c1ccccc1,-2,4.5
COCCNC(=O)C1(C)CCN(C(=O)c2ccc3sccc3c2)C1 (stereo not drawn),12,1.2
CC1(C(=O)NC2CCCCC2)CCC(=O)N1CC(F)(F)F (stereo not drawn),-1,1.3
CCCNC(=O)C1(C)CCN(C(=O)c2ccc(F)cc2Cl)C1 (stereo not drawn),2,2.5
Cc1cc(Nc2ccc(F)cc2)c2ccccc2n1,-1,4.3
COC(=O)c1cc2c(c3c4ccccc4n(S(=O)(=O)c4cccc(C)c4)c13)C(=O)N(Cc1ccccc1OC)C2,-1,0.7
O=C(Nc1ccc(F)cc1)C(c1ccccc1OC(F)(F)F)N1CCN(C(=O)c2ccco2)CC1 (stereo not drawn),-3,4.3
O=C(NC1CCCCC1)C(C1CC1)N1CCc2ccccc2C1 (stereo not drawn),-1,-1.4
Cc1oc(-c2cccs2)cc1C(=O)N1CCCC(C)(C(=O)O)C1 (stereo not drawn),4,-2.1
C[C@@H]1CCCCO[C@H](CN(C)S(=O)(=O)c2ccccc2)[C@@H](C)CN([C@H](C)CO)C(=O)c2cc(NC(=O)Cc3ccccc3)ccc2O1,0,0.1
CC(C)(C)C(=O)c1c(N)[nH]c(C(=O)c2ccccc2)c1-c1c(F)cccc1F,-1,2.8
c1cncc(C2SCCCS2)c1,2,1.7
C[C@@H]1CCCCO[C@@H](CN(C)C(=O)CCC(F)(F)F)[C@@H](C)CN([C@H](C)CO)C(=O)c2cc(NS(=O)(=O)c3cccs3)ccc2O1,-5,1.5
O=C(CNC(=O)N1CC(=O)Nc2ccccc21)NCc1ccc(F)cc1,0,1.2
CC1(C(=O)Nc2cnc3ccccc3c2)CCN1CCOc1ccccc1 (stereo not drawn),-3,1.2
COc1cccc(CNS(=O)(=O)c2cc(Br)ccc2Br)c1,-2,-1.4
CC1(C(=O)Nc2cccnc2)Cc2c(-c3ccccc3)ccnc2O1 (stereo not drawn),-1,2.4
O=C1Cc2cc(S(=O)(=O)N3CCN(c4ccc(O)cc4)CC3)ccc2N1,-3,6.0
CCNC(=O)C1(C)CCN(C(=O)c2ccc(-c3ccccc3)cc2)C1 (stereo not drawn),3,1.6
CCc1nc2ccc(C(=O)NCc3ccc(OC)cc3)cn2c1N(CC)CCN(C)C,-1,2.6
COCCNc1nc(-c2ccccc2F)c2sc(-c3ccccc3)cc2n1,1,0.9
Cc1ccc(-c2c(N)nc3ncccn23)cc1,-1,1.7
CC(=O)Nc1ccc(NC(=O)c2csc([C@H]3C[C@H](O)[C@@H](CO)O3)n2)cc1,-1,2.5
COc1ccc(NC(=O)[C@@H]2O[C@H](CO)[C@H](O)[C@H](O)[C@H]2O)cc1F,0,4.2
O=S1(=O)C[C@@H](N2CCN(c3ccccn3)CC2)[C@H](COCc2ccccc2)N1,-3,0.7
O=C(N[C@H](C(=O)N1CCC[C@H]1C(=O)NC1CCCC1)C1CCCCC1)c1ccccn1,0,1.3
CCc1nc2ccc(C(=O)Nc3ccc(C(N)=O)cc3)cn2c1N(CCC(C)C)CCN(C)C,-3,1.6

Part of the list above in order of length of the SMILES, ascending.
structure,Wnt bcat act,phage Ecoli inh
COc1cccc(CNS(=O)(=O)c2cc(Br)ccc2Br)c1,-2,-1.4
CC1(C(=O)Nc2cccnc2)Cc2c(-c3ccccc3)ccnc2O1 (stereo not drawn),-1,2.4
CCNC(=O)C1(C)CCN(C(=O)c2ccc(-c3ccccc3)cc2)C1 (stereo not drawn),3,1.6
O=C1Cc2cc(S(=O)(=O)N3CCN(c4ccc(O)cc4)CC3)ccc2N1,-3,6.0
CCc1nc2ccc(C(=O)NCc3ccc(OC)cc3)cn2c1N(CC)CCN(C)C,-1,2.6

Following part:
structure,Wnt bcat act,phage Ecoli inh
CC1(C(=O)NS(=O)(=O)c2ccccc2Cl)CCN1C(=O)c1ccco1 (stereo not drawn),5,0.5
COc1ccc(C(C#N)=Cc2ccc(N(C)CCC#N)cc2)cc1,31*,3.6
Cc1ccccc1CN1C(=O)CN(S(C)(=O)=O)CC1(C)C(=O)NCc1ccccc1 (stereo not drawn),-2,3.0
O=C1NC[C@H](CCCCN2C[C@H](Cc3ccccc3)N(CC3CCCCC3)C(=O)C2=O)N(CCc2ccccc2)C1=O,0,-0.6
Cc1ccc([C@H]2N[C@]3(CCCN(Cc4ccco4)C3=O)[C@H]3C(=O)N(C)C(=O)[C@@H]23)cc1,-2,1.2
COc1ccc(-c2cc3nc(NCc4ccc(NC(C)=O)cc4)n(C)c(=O)c3s2)cc1OC,-1,2.5
CN1NC(c2ccccc2)NN(C)C1=O,-2,1.7
O=C(Nc1ccccc1)c1cc(C2CCCCN2S(=O)(=O)c2ccccc2)on1 (stereo not drawn),18,-0.2
COc1ccc(-c2cnc3c(NC=O)cc(-c4ccoc4)cn23)cc1OC,-3,0.6
Cn1nc(C(C)(C)C)cc1NC(=O)C1(C)CCN1C(=O)CCc1ccccc1 (stereo not drawn),-3,3.0
C/C=C/c1cccc(-c2nc(C(=O)NC3Cc4ccccc4C3)cc3c2[C@@H](CCO)N(C(C)=O)C3)c1,-1,0.0
COc1ccc(CCn2c(C)cc(C(=O)COC(=O)c3ccc(O)cc3O)c2C)cc1,2,0.2
Cc1ccc(Cn2cc(CN3CC(N4CCN(Cc5ccccc5F)CC4)CS3(=O)=O)nn2)cc1 (stereo not drawn),-5,-0.3
CCc1nc2ccc(C(=O)N3CCN(C(=O)c4ccco4)CC3)cn2c1N(C)C(=O)COc1ccccc1,-2,2.3
CCCNC(=O)C1(C)CCCN(Cc2cccc(C#N)c2)C1 (stereo not drawn),-3,2.7
O=C1c2ccccc2-c2cc(Br)ccc2NC1O (stereo not drawn),0,3.3
COc1ccc(NC(=O)Nc2nnc([C@@H]3C[C@H](O)[C@@H](CO)O3)s2)cc1,-3,3.1
Nc1ccn([C@@H]2O[C@H](C(=O)N[C@H](Cc3ccccc3)C(=O)N3CCN(CC(=O)N4CCCC4)CC3)[C@@H](O)[C@H]2O)c(=O)n1,-1,-0.2
CCc1nc(CN2CCCC(C(=O)Nc3ccc(-c4cccc(OC)c4)cc3)C2)c(C)[nH]1 (stereo not drawn),-1,1.0
CC(C)(C)S(=O)N1Cc2cc(C(=O)O)nc(-c3cccc(-c4cc5ccccc5o4)c3)c2[C@H]1CCO (stereo partly drawn),-2,2.1
CCOC(=O)C1=C(C(=O)OCC)C2N(Cc3ccc(C#N)cc3)c3ccccc3[C@@]23C[C@@H](C(=O)OC)N(S(=O)(=O)c2ccccc2C)C3=N1 (stereo partly drawn),-3,-0.5
Cc1ccc(C(=O)Nc2nnc(COCCO)s2)cc1,0,1.1
CCOC(=O)C1CCCN(C(=O)c2cc(OC)ccc2Br)CC1 (stereo not drawn),-2,0.5
COc1ccc(COC[B-](F)(F)F)cc1,-1,4.5
O=C(Nc1ccc(OCCO)cc1)c1csc([C@@H]2O[C@H](CO)[C@H](O)[C@H](O)[C@H]2O)n1,-1,1.8
OC(c1ccccc1)(c1ccccc1)C1CCN(CCCOc2ccc(F)cc2)CC1,-3,0.4
COC(=O)c1cccc(CN2C(=O)C(C)Sc3cc(Cl)ccc32)c1 (stereo not drawn),-2,4.2
CC(C)N1CC(C(=O)Nc2ccc(Cl)cc2Cl)CC1=O (stereo not drawn),-1,4.3
CC(=O)NN=C(C)c1ccc(NC(=O)C2CC2)cc1,-3,1.8
O=C(CSC1CCc2ccccc21)NNC(=O)Nc1ccc(Cl)cc1 (stereo not drawn),38*,9.4
Cc1ccc(C)c(N2CCN(C(C(=O)NC3CCCC3)C(C)C)CC2)c1 (stereo not drawn),-4,0.6
CC(C)C[C@H]1CN(CCCC[C@@H]2CNC(=O)C(=O)N2Cc2ccccc2)C(=O)C(=O)N1CCC1CCCCC1,-4,-0.6
COC(=O)C1=C(C)N(Cc2ccccc2C(F)(F)F)C(=NCc2ccccc2)NC1c1ccc(F)cc1 (stereo not drawn),-12,2.9
O=C(NCc1ccco1)c1ccc2sc([C@H]3C[C@H](O)[C@@H](CO)O3)nc2c1,1,0.2
COc1cc(-c2coc3c(C(=O)NC4CCCCC4)cccc23)ccc1O,-2,-0.9
O=S(=O)(c1ccccc1)N1CCCc2nc(-c3ccc(Br)cc3)ccc21,-1,2.2
CCC(C)[C@H](NC(=O)[C@@H]1Cc2ccccc2CN1)C(=O)NCc1ccc(C)cc1 (stereo partly drawn),0,2.3

An excerpt. The share of hits here may be higher or lower than overall.
